Wee1 stabilizer – human Wee1 degradation inhibition, primary screen | HeLa Luc-Wee1K328M stability, luciferase luminescence; 100% = proteasome inhibitor MG132 effect | reporter increase, % at 5 µM | AID 1321 | hit rate 1.2% among 220,000 | P30291;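 active = activation above the mean of all tested compounds plus 3 SD, set per screening run, cut at about 8.8% in these data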;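 note: cells exposed to compound for 20 h before luminescence read; 0% = DMSO alone and 100% = MG132 at 30 µM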
Target sequence (P30291 whole entry K328M): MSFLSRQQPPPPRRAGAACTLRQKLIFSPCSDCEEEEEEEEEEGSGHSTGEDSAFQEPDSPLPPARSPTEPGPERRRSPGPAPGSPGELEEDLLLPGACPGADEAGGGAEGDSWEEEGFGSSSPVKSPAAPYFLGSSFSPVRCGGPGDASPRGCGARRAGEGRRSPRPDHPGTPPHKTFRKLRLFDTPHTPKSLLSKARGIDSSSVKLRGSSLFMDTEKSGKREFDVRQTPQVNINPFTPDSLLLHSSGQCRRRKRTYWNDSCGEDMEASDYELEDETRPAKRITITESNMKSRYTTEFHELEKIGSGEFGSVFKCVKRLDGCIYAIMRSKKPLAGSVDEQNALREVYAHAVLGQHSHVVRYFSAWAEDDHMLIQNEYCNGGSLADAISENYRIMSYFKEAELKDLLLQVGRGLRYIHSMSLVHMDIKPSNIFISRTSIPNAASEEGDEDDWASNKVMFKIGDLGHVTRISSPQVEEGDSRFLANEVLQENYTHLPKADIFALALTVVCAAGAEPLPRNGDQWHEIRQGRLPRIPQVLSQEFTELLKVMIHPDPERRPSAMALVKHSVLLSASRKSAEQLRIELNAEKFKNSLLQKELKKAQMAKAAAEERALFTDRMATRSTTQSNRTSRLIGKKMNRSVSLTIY
Ba/F3 V617F tox – reduce viability of Ba/F3 cells dependent on JAK2V617F; Ba/F3 EpoR-JAK2V617F viability, ATP luminescence; inhibition, % at 5.6 µM; hit rate 1.1% among 220,000; AID 1446;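 active = inhibition above the campaign mean plus 3 SD over all tested compounds, cut at about 24% in these data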;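 note: cytokine-independent growth of Ba/F3 cells driven by EpoR plus mutant JAK2; 0% = DMSO-treated cells and 100% = JAK inhibitor I control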
CHOP inhibitor – CHOP inhibition in unfolded protein response | CHO-K1 CHOP-promoter luciferase, tunicamycin-induced, 15-18 h | hit rate 3.8% among 220,000 | inhibition, % at 10 µM | AID 2732;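 active = compounds that reduced the stress-induced luciferase reporter signal by more than about 70% of percent inhibition, limit read from the data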;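 note: 0% = tunicamycin plus vehicle and 100% = wells without tunicamycin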
RBBP9 inhibitor – human RBBP9 hydrolase inhibition. recombinant RBBP9, FP-Rh probe fluorescence polarization. hit rate 0.2% among 220,000. O75884. AID 1515. inhibition, % at 7.94 µM;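 active = inhibition above the campaign mean of all tested compounds plus 3 SD, cut at about 14% in these data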;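 note: plate controls were DMSO wells with RBBP9 for no effect and wells lacking RBBP9 protein for full effect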
Target sequence (O75884 whole entry, looked up): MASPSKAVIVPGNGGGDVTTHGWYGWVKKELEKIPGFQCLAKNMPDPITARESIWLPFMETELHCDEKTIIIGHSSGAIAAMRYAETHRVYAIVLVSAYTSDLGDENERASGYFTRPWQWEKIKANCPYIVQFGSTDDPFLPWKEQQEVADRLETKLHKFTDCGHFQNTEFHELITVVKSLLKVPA
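System: RBBP9 protein / Quantity: 2.5 µM RBBP9 dispensing solution, before mixing / Also added: Serine-hydrolase probe FP-Rh, 375 nM pre-mixing / Dosing: 7.94 µM single dose, 0.794% DMSO / Timing: enzyme-compound preincubation 30 min, then probe labeling 45 min, 25 °C / Signal: FP readout at 525/598 nm / Controls: DMSO-treated enzyme wells and wells lacking RBBP9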
TRPN1 ag – agonists of zebrafish TRPN1 channel; HEK293 zebrafish TRPN1-YFP, Fluo-8 calcium fluorescence; 100% = response to 87 µM carbachol; activation, % at 3 µM; hit rate 0.18% among 220,000; AID 1424;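 active = activation above its plate's cutoff, the mean activation of test wells on that plate plus 3 SD, cut at about 19% in these data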;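 note: 0% = DMSO alone and 100% = 87 µM carbachol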
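Control set: carbachol 87 µM as high control, DMSO as low control; system: HEK293 stable line with zebrafish TRPN1-YFP; read-out: % activation versus carbachol response; detection: intracellular calcium fluorescence with Fluo-8; doses: single test compound dose, 3 µM nominal, 0.3% DMSO; schedule: dye 1 h 37 °C plus 30 min RT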
BaF3 parental – reduces parental Ba/F3 cell viability, JAK2V617F counter-screen. CellTiter-Glo ATP luminescence. inhibition, % at 5.6 µM. hit rate 1.1% among 220,000. AID 1486;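 active = inhibition above a per-campaign cutoff, the mean inhibition of all tested compounds plus 3 SD, cut at about 27% in these data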;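 note: 0% = DMSO wells and 100% = JAK Inhibitor I control wells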
TRPML3 agonist – activates the human TRPML3 channel; Q8TDD5; HEK293 TRPML3-YFP, Fluo-8 calcium fluorescence; 100% = the carbachol control signal; activation, % at 3 µM; hit rate 0.29% among 220,000;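 active = activation above its plate's cutoff, the mean activation of the plate's test wells plus 3 SD, cut at about 12% in these data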;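 note: 0% = DMSO only wells and 100% = carbachol wells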
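Test system: TRPML3-YFP stable HEK293 cells. Doses: single point at 3 µM. Incubation: dye loading 1 h 37 °C then 30 min ambient, 125 s read. Signal: Fluo-8 calcium dye fluorescence, ex 470-495, em 515-575 nm. Measure: percent activation from peak-to-basal fluorescence ratio, scaled between DMSO and carbachol.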
PPC-1+TRAIL kill – kills PPC-1 cancer cells in the presence of TRAIL; PPC-1 cells + TRAIL, ATPLite viability luminescence; AID 1443; cell killing (% activity), % at 4 µM; hit rate 0.41% among 220,000;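 active = cell killing above 50% in the first pass at 4 µM, then a duplicate retest at 5 µM averaging 50% or more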;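 note: plate controls were cells with TRAIL plus DMSO for no effect and medium-only wells lacking cells for full effect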
TNF death inh – TNF-alpha cell death inhibition in Jurkat FADD-/- cells | Jurkat FADD-/- TNF necroptosis rescue, ATP luminescence, 24 h; 0 = TNF only, 100 = no-TNF cells | activation (protection from cell death), % at 10 µM | hit rate 0.068% among 220,000;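 active = activation, meaning protection from cell death, of at least 50% relative to plate controls; inactive = activation below 50%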;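 note: necroptosis triggered by 40 ng/mL TNF-alpha added together with compound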
The depositor's hits bear a star; . = not tested or not shown; [ ] = another dose, or the depositor's remark.

SMILES	Wee1 stabilizer	Ba/F3 V617F tox	CHOP inhibitor	RBBP9 inhibitor	TRPN1 ag	BaF3 parental	TRPML3 agonist	PPC-1+TRAIL kill	TNF death inh
Oc1c(Cl)cc(Cl)cc1/C=N/Nc1ncc(Br)cn1	-3	1	46	-3	0.2	9	0.9	34	-7.3
CSc1ccccc1NC(=O)Cc1ccc(Br)cc1	7	-3	33	3	-2.2	7	-1.0	11	1.7
CC1(CCc2ccc3c(c2)OCO3)NC(=O)c2ccccc2N1 (stereo not given)	7	-3	11	6	0.0	3	0.3	6	0.6
Cc1ccsc1C1NC(=O)c2c(sc3c2CCN(C)C3)N1 (stereo not given)	3	-2	30	-4	0.9	1	0.4	4	1.5
O=S(=O)(NC1=NCCCCC1)c1ccc(F)cc1	-2	-5	11	-3	0.4	-2	1.1	9	0.8
Cn1c(=O)c2c(ncn2CCC(=O)N/N=C/c2cccnc2)n(C)c1=O	4	2	9	-6	-0.4	-3	0.1	20	-2.5
O=C(COC(=O)c1cccc(Br)c1)NCCc1ccccc1	0	3	8	-11	1.8	7	-0.9	10	0.7
CCOC(=O)/C(C#N)=c1/s/c(=C2\C=Cc3ccccc3N2CC)c(=O)n1CC	0	-2	1	-2	1.4	4	0.1	21	-6.4
COc1ccc(C/C(N)=N/OC(=O)c2cccc([N+](=O)[O-])c2)cc1	-1	0	41	-7	-1.8	7	-0.2	19	0.0
COc1ccc(C(=O)N2CCCN(C)CC2)cc1S(=O)(=O)N1CCCc2ccccc21	-1	-1	-37	-8	-0.5	8	1.3	-1	2.2
C(=N\Nc1nnnn1-c1ccccc1)/c1ccncc1	-3	-2	-2	-6	0.6	3	1.1	6	1.7
O=C(CSc1nnc(-c2ccccn2)n1Cc1ccco1)Nc1ccc2c(c1)OCO2	-1	1	-2	1	-2.3	-2	-1.1	7	-0.4
Cc1[nH]nc(Nc2ccc(C(C)C)cc2)c1[N+](=O)[O-]	4	-1	-4	-1	0.4	-2	1.2	28	2.9
O=C1C2CC=CCC2C(=O)N1CC(=O)N(Cc1ccccc1)C1CCS(=O)(=O)C1 (stereo not given)	-1	-5	8	2	-2.1	0	0.8	9	1.4
O=C(Nc1cccc2ccccc12)c1cnccn1	0	0	-30	-5	-0.3	8	0.3	-6	-0.1
COc1ccc(C(=O)N/C(=C\c2cccc3ccccc23)C(=O)N2CCN(C)CC2)cc1OC	-2	4	32	2	1.3	6	1.1	21	4.2
Cc1nc2c(-c3ccc(F)cc3)cnn2c2c1CCC2	2	1	43	-6	0.0	5	0.7	15	0.1
Cc1sc(=NC(=O)c2ccco2)n(C)c1-c1ccccc1	6	1	32	0	-2.1	6	-0.8	76*[5 µM]	-2.1
COc1ccc(N2CCN(C(=S)Nc3cccc(C)c3)CC2)cc1	-2	-3	24	-12	0.4	3	1.0	9	-6.9
Cc1nnc(-c2cnn(C)c2N)n1Cc1cccc(Cl)c1	-4	-1	-8	-4	-0.6	5	1.1	3	-0.5
O=C(NCc1cccs1)c1ccc2ccccc2n1	3	3	-12	-3	-1.1	10	-0.6	13	0.0
O=C(O)c1ccccc1C(=O)NCCc1ccc(Cl)cc1	-2	3	15	-5	0.3	3	-0.2	1	0.1
O=C(Nc1nccs1)c1cnccn1	-2	-2	35	-9	-1.0	2	0.7	8[5 µM]	0.2
CCCc1[nH]nc2c1C(c1cc(OC)ccc1F)C(C#N)=C(N)O2 (stereo not given)	4	0	26	1	0.4	1	0.8	5	-9.3
CCC(=O)NCc1cc(-c2nn(C)c(=O)c3ccccc23)ccc1C	2	-3	6	2	1.9	5	0.5	-17	-0.9
Fc1ccc(NCc2cccnc2)cc1	-1	3	19	-2	0.1	3	0.9	-21	6.6
O=C(Nc1nc2c(s1)CCCC2)c1ccc2ncsc2c1	20*	1	-26	-5	0.5	2	0.3	12	-0.8
Cc1ccc(S(=O)(=O)NCC(=O)NC2CCCC2)cc1	-2	-5	-9	-1	0.3	-1	0.3	.	0.6
O=C(Cc1csc(Nc2nc(=S)[nH]c3ccccc23)n1)N1CCN(c2cccc(Cl)c2)CC1	-2	3	103*	-8	3.0	7	0.3	-7	1.2
O=C(NC1CC1)C1CCN(S(=O)(=O)c2cc(Cl)ccc2Cl)CC1	-1	-5	16	-2	0.3	-1	0.6	.	0.1
Cc1scc(C(=O)Nc2ccon2)c1-c1ccccc1	-2	-4	49	-3	-0.3	-1	0.9	29	0.8
Cc1cc(C)n2cc(CSCc3ccccc3)nc2n1	-3	5	10	-4	0.8	4	-0.6	16	3.2
COC(=O)c1cnn(-c2cc(Oc3ccccc3)ncn2)c1N	1	-6	34	-2	-2.1	1	0.6	10	0.0
CC(C)c1ccc(/C=N/NC(=O)C(=O)NCCCN2CCOCC2)cc1	-1	-1	9	-1	-1.6	0	-0.5	-15	1.0
COc1ccc2[nH]c3c(=O)n(/N=C/c4ccc(OC)c(CN5CCCC5)c4)c(C)nc3c2c1	3	1	14	-3	-0.5	3	-0.1	33	-6.3
C/C(CCc1oc2ccc(Cl)cc2c1-c1ccc(C)o1)=N\O	3	-1	75*	-6	-0.4	4	0.5	10	-1.1
O=S(=O)(NCCCN1CCOCC1)c1ccc2ccccc2c1	1	-3	-12	-14	0.4	3	1.0	.	0.8
Cc1cc(C)n(C(=O)COc2ccccc2C)n1	-1	2	-4	3	-1.3	2	0.7	12	-0.9
CCNC(=S)Nc1ccc(OCC)cc1	4	2	16	-11	1.0	6	0.2	15	0.3
O=C1Nc2ccccc2/C1=C/c1cccnc1	4	-4	0	8	2.5	4	0.6	8	1.0
Cc1cc(NC(=O)C(=O)c2c(C)[nH]c3ccccc23)no1	6	0	20	-3	0.0	-2	1.1	6	-1.5
CC(CN1CCCCC1)C(=O)NNC(=O)C12CC3CC(CC(C3)C1)C2 (stereo not given)	2	0	-22	-12	1.4	4	1.1	15	1.0
COc1cc2c(cc1NC(=O)CCCCCN1C(=O)CCC1=O)oc1ccccc12	0	0	22	6	-1.0	6	0.2	-1	-0.5
C=CCN1C(=O)/C(=C2/Sc3ccc(OC)cc3N2C)SC1=NCc1ccccc1	-1	0	-1	1	1.2	3	0.8	10	-0.7
CCOCCCNS(=O)(=O)c1ccc(NC(=O)N2c3ccccc3Sc3ccccc32)cc1	-2	-2	-27	1	-3.8	3	-1.7	-1	-8.9
CC(=O)Nc1ccc(S(=O)(=O)NCc2ccc(C(=O)NC(C)c3ccccc3)cc2)cc1 (stereo not given)	-1	-5	13	-3	-0.8	1	-0.2	10	1.2
CCOc1ccc(NC(=O)CC2C(=O)NCCN2C(=O)c2ccc(Cl)cc2)cc1 (stereo not given)	-2	4	0	-7	0.5	5	1.2	6	-0.2
O=C(NCc1ccccc1)c1cc(-c2ccncc2)nc2ccc(S(=O)(=O)N3CCOCC3)cc12	0	-5	103*	1	0.1	0	-0.4	8	-0.5
CCCNC(=O)CN(C1CCCCC1)S(C)(=O)=O	0	0	-18	-8	-1.1	0	0.6	8	-0.5
Oc1ccccc1C=Nc1ccccc1-c1nc2ccccc2[nH]1	-3	1	35	-1	-0.8	7	0.6	3	-1.3
CCOc1ccc(NC(=O)Cn2nnc(-c3ccccc3NC(=O)CC)n2)cc1	0	0	-6	-8	1.8	5	-0.5	14	-0.6
COc1cccc(-n2nnc3c(=O)n(Cc4ccc(C)cc4)cnc32)c1	0	2	26	3	0.1	6	0.5	-33	-1.7
O=C(c1ccco1)N1c2ccccc2Sc2ccccc21	0	-4	57	2	-3.3	-1	-1.5	31	-4.4
Cn1c(=O)c2c(nc(CN3CCN(C(=O)c4ccco4)CC3)n2Cc2cccc(Cl)c2)n(C)c1=O	0	-1	15	4	0.8	4	0.4	0	-3.4
CCn1c(SCC(=O)N2CCCC2)nnc1-c1ccc(S(=O)(=O)N2CCCCCC2)cc1	-2	5	62	-3	1.2	9	0.4	-13	-4.2
COc1ccc(C(C)=O)cc1COc1cc(C)c(Cl)c(C)c1	1	1	29	-7	0.4	0	-0.6	6	-2.1
O=C(N/N=C/C(Br)=C/c1ccccc1)c1ccncc1	-1	-2	-23	-4	3.1	-4	1.0	6	-12
Cc1cc(NC(=O)CSc2nnc(C3CC3)n2-c2ccccc2)no1	4	1	-3	-9	0.2	2	0.5	6	0.0
O=C(Cc1ccc([N+](=O)[O-])cc1)Nc1ccc2c(c1)C(=O)NC2=O	1	-1	14	-3	0.6	-1	0.8	6	-0.6
CC(C)OC(=O)CSc1nnc(-c2ccco2)n1N	0	-7	1	-6	0.0	-2	0.9	6	-0.7
Remaining list, next part:
SMILES	Wee1 stabilizer	Ba/F3 V617F tox	CHOP inhibitor	RBBP9 inhibitor	TRPN1 ag	BaF3 parental	TRPML3 agonist	PPC-1+TRAIL kill	TNF death inh
COc1ccc(C2=NN(C(=S)Nc3ccccc3)C(c3ccccc3)C2)cc1 (stereo not given)	-3	7	-29	-6	0.9	13	0.4	17	1.1
COc1ccc(C(=O)Nc2ccc(Cl)cc2C(=O)NCc2ccco2)cc1	2	-1	7	-2	0.1	1	-0.5	-16	-5.0
O=C(Nc1ncnc2sc3c(c12)CCCCC3)c1ccco1	-2	-2	36	-10	-1.2	0	0.5	20	-1.3
CCC(=O)N(Cc1cc2ccc(C)cc2n2nnnc12)C1CCCCC1	2	-2	25	-7	1.7	3	0.4	20	-2.3
CC(Nc1ccccc1)c1cccnc1 (stereo not given)	-3	-1	16	-6	2.1	5	0.0	13	6.8
CCCN(CC(=O)Nc1ccc(Cl)cc1Cl)C(=O)/C=C/c1cccc([N+](=O)[O-])c1	3	3	23	-1	-1.5	8	-0.3	2	-1.3
O=C(NCc1cccs1)c1cc(-c2ccccc2)nc2ccccc12	0	-3	2	-7	-0.6	3	-0.6	10	2.7
Cc1ccc(S(=O)(=O)N2CCOCC2)cc1NC(=O)COC(=O)c1ccccc1OCc1c(C)noc1C	0	0	6	-6	1.2	3	0.7	25	0.7
CC(=O)/C(=N\Nc1ccccc1)Sc1cccc2cccnc12	-1	1	15	-6	-1.0	6	-0.3	5	0.0
CCN(c1cccc(C)c1)S(=O)(=O)c1ccc2[nH]c(=O)c(=O)[nH]c2c1	-1	6	3	-4	1.0	7	0.9	-10	-1.7

From PubChem BioAssay
